# Tau ThT inhib – qHTS for Inhibitors of Tau Fibril Formation, Thioflavin T Binding; Microtubule-associated protein tau (Homo sapiens), P10636; recombinant tau K18 P301L, heparin-induced fibrillization, ThT fluorescence; Potency, µM (doses to about 57.4 µM), without a hit: at the top dose activity, negative = inhibition, usual class: inhibitors; 2.1% of 270,000 active; AID 1460, 2008; further: nearly all actives have a fitted effect of over 55% in size
# Target sequence (P10636 561-689 P618L limits assumed): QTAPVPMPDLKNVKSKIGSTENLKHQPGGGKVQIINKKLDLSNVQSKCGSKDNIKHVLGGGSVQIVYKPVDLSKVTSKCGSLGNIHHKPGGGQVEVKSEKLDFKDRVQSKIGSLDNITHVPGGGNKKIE
#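 K18 P301L tau (15 uM + 0.24 uM Alexa 594-tagged), heparin 20 uM, NaOAc pH 7, 6 h 37 C; ThT 30 uM, 1 h RT, ex 450/em 510 nm.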
# Tau fibril FP – qHTS for Inhibitors of Tau Fibril Formation, Fluorescence Polarization | K18 P301L tau heparin fibrillization, Alexa594 FP, 6 h | Potency, µM (titrated, usually from 57.7 µM), inactives show top-dose activity, negative = inhibition, usual class: inhibitors | 0.39% of 280,000 active | Microtubule-associated protein tau (Homo sapiens), P10636; further: nearly all actives have a fitted effect of over 55% in size
#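 Human tau K18 […] P301L fragment, 15 uM unlabeled plus 0.24 uM Alexa 594-labeled tau (final), with compound and 20 uM heparin in 100 mM sodium acetate pH 7; 6 hr at 37 C, then Alexa 594 FP read.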
# Tau fluor cs – Counterscreen qHTS for Inhibitors of Tau Fibril Formation, Fluorescence Polarization; 0.93% of 280,000 active; Potency, µM (titrated, usually from 57.7 µM), inactives show at the highest dose activity change, negative = decrease; AID 1463, 2008; tau K18 P301L Alexa594 fluorescence, heparin fibrillization; further: nearly all actives have a fitted effect of over 55% in size
#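 Human tau K18 P301L (15 uM unlabeled, 0.24 uM Alexa 594-labeled) in 100 mM sodium acetate pH 7 with 20 uM heparin, 6 hr at 37 C. ThT 30 uM added, 1 hr ambient; Alexa 594 FP and total fluorescence read at 555/632 nm.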
# Numbers without * were called inactive; ? = inconclusive; [ ] = remark or other dose. The call rests on the fitted dose curve; in most records, active means well fitted curve in the direction sought with a large enough effect; inconclusive means small, poorly fitted or top-dose-only effect, or another doubt; inactive means no such curve, though single readings can be large; an effect the other way counts as inactive or inconclusive. On the % scale 0 is the no-effect control and ±100 the full control effect; potency means the concentration at half of the fitted maximal effect. These rows are one share of the data, so the mix of outcomes need not match the whole.
# Under each structure: Tau ThT inhib | Tau fibril FP | Tau fluor cs
Cc1nn(-c2ccc3nnc(C)n3n2)c(C)c1CCC(=O)Nc1ccc(OC(F)(F)F)cc1
    -14% | -1% | -7%
CCOC(=O)c1ccc(CN(Cc2ccc(F)cc2)S(=O)(=O)c2ccc(F)c(C(=O)Nc3ccccc3C(F)(F)F)c2)cc1
    2% | -11% | -6%
Cc1nn(C)c2c1c(-c1ccccc1)cc(=O)n2Cc1ccc(F)cc1
    ? | 5% | -4%
COc1cc(-c2cc3n(C)c(C)c(CCC(=O)Nc4ccc(F)cc4)c(=O)n3n2)cc(OC)c1OC
    -7% | -3% | -6%
NC(=O)c1nc(Nc2ccccc2)sc1NC(=O)c1c(F)cccc1F
    ? | -4% | ?
Cc1nn2c(=O)cc(COC(=O)c3cccs3)nc2s1
    3% | 13% | 10%
CCOc1ccccc1NC(=O)Cn1cc(C(=O)c2cccc(OC)c2)c(=O)c2ccc(C)nc21
    -8% | -6% | -2%
COc1ccc(-c2nc(Cn3c(=O)cc(C)c4c(C)nn(-c5ccccc5)c43)c(C)o2)c(OC)c1
    -1% | -4% | 1%
Cc1cc(C)c(S(=O)(=O)NCCc2csc3nc(-c4ccc(Cl)cc4)nn23)c(C)c1
    -6% | ? | ?
Cc1ccc(-c2cnc(C3CC3)o2)cc1S(=O)(=O)Nc1cccc(C)c1C
    -5% | 4% | -23%
CCOC(=O)c1cc(-c2ccc(OC)cc2)n(CCC(=O)Nc2nc3ccc(OCC)cc3s2)c1C
    -17% | 0% | ?
COCCNC(=O)c1ccc2c(c1)ncn2-c1cc(C)ccc1OC
    3% | 0% | 2%
COc1cccc(N2CCN(c3ncnc4onc(-c5ccc(Cl)cc5)c34)CC2)c1
    -6% | 4% | -24%
COc1ccc(OC)c(S(=O)(=O)Nc2cccc(-c3ccc(N4CCCCC4)nn3)c2)c1
    ? | ? | -18%
CC(C)c1ccc(NC(=O)C2CCN(c3nc(-c4ccc(C(C)C)cc4)no3)CC2)cc1
    ? | -10% | -15%
Cc1cc(Cl)ccc1NC(=O)C1CCN(S(=O)(=O)c2ccc3[nH]c(=O)ccc3c2)CC1
    0% | 13% | -6%
CCc1nn2c(=O)cc(COC(=O)CNC(=O)COc3ccc(C)cc3)nc2s1
    -4% | 1% | 0%
Cc1ccc(NC(=O)c2c(C)oc3ncnc(N4CCCCC4)c23)c(C)c1
    -1% | 6% | 0%
COc1ccc(-c2cc(C(=O)NCCc3ccc(OC)c(OC)c3)c3c(-c4ccc(F)cc4)[nH]nc3n2)cc1
    -2% | -13% | -10%
O=c1cc(-c2ccccc2)nc(SCc2nc(-c3ccccc3Cl)no2)[nH]1
    3% | -11% | -10%
COc1ccc2c(c1)c1c(c(=O)n(Cc3ccccc3)c(=O)n1CC(=O)Nc1ccccc1OC)n2C
    1% | -4% | -14%
CC(C)CNc1ncnc2c1nnn2C
    -1% | -9% | -1%
COC(=O)c1ccc(OC)c(CN2C(=O)N(c3ccc(C(C)=O)cc3)S(=O)(=O)c3ccccc32)c1
    6% | -9% | -12%
CC(C)CCNc1ncnc2c1cnn2-c1cccc(Cl)c1
    3% | ? | -23%
CSc1ccc(CCNC(=O)c2cc3cc(S(=O)(=O)N4CCCCC4)ccc3n2C)cc1
    0% | 2% | -14%
COc1ccccc1C(=O)Nc1ccc(C(=O)OCc2cc(=O)n3nc(C4CC4)sc3n2)cc1
    -7% | 3% | 8%
COCCNC(=O)c1c(C)oc2nc(C)nc(N3CCOCC3)c12
    -2% | -1% | -2%
Nc1nc(Nc2cccc(Cl)c2)sc1C(=O)c1ccc(F)cc1
    ? | ? | 8.9µM*[quencher]
COc1ccccc1CNC(=O)c1ccc2c(c1)N(Cc1cccc(Cl)c1)C(=O)c1ccccc1S2(=O)=O
    4% | ? | -8%
Cc1c(-c2cccc(NC(=O)Nc3ccc(Cl)cc3)c2)nc2ncccn12
    13% | 20µM* | 10µM*[quencher]
CN(C)c1ccc(C(CNS(=O)(=O)c2ccc(F)cc2)N2CCCC2)cc1 (stereo not drawn)
    -6% | -7% | -10%
CSc1ccc(C2c3[nH]c4ccccc4c3CCN2C(=O)CCc2ccccc2)cc1 (stereo not drawn)
    1% | -3% | -5%
Cc1ccc(NC(=O)c2oc3ccc(S(=O)(=O)N(C)C4CCCCC4)cc3c2C)c(C)c1
    -8% | 0% | -8%
CN(C)c1ccc(NC(=O)C2(c3cccs3)CCOCC2)cc1
    ? | 7% | -11%
CCN(CC)c1nn2c(=O)c(C(=O)NCc3ccccc3Br)cnc2s1
    -13% | -8% | -15%
CCOc1ccccc1NC(=O)Cn1c(=O)n(Cc2nc(C)no2)c(=O)c2ccccc21
    9% | -5% | 2%
CCOc1ccc(CNC(=O)c2cnc3sc(N(CC)CC)nn3c2=O)cc1
    -4% | -15% | -13%
COc1ccc(OC)c(NC(=O)C2=C(C)C(=O)OC23CCN(C(C)C)CC3)c1
    ? | ? | ?
COc1ccc(C2c3c(n(C)c4ccccc34)C(=O)N2CC(=O)Nc2ccccc2Cl)cc1 (stereo not drawn)
    -8% | -4% | -21%
CN(C)CCNC(=O)C1CCN(c2nc3ccccc3[nH]2)CC1
    3% | 3% | 1%
O=C1CC(c2nc(-c3ccccc3)no2)CN1c1ccc2c(c1)OCCO2 (stereo not drawn)
    -7% | ? | -12%
Cc1oc(-c2ccc(Cl)cc2)nc1CS(=O)CC(=O)NCCc1ccccc1 (stereo not drawn)
    -8% | ? | -3%
Cc1ccc(S(=O)(=O)N2CCCc3cc(NC(=O)c4cccc(Cl)c4)ccc32)cc1
    10% | ? | ?
N#Cc1cccc(NC(=O)C2CCN(c3nc(-c4ccc(Cl)cc4)no3)CC2)c1
    9% | ? | ?
CC(C)CC(=O)OCc1cc(=O)n2nc(C3CCCCC3)sc2n1
    ? | -11% | -9%
Fc1ccc(-n2ncc3c(Nc4ccc5c(c4)OCCO5)ncnc32)cc1
    ? | 9% | 11µM*[quencher]
CN1CC(=O)N(CC(=O)Nc2ccc(OC(F)(F)F)cc2)c2ccccc2C1=O
    8% | -2% | 4%
Cc1cc(C)c2nc(NC(=O)c3ccc(S(=O)(=O)N4CCc5ccccc54)cc3)sc2c1
    ? | ? | -19%
Cc1cccc(NC(=O)CN2C(=O)C3(SCC(=O)N3c3ccccc3)c3ccccc32)c1 (stereo not drawn)
    -2% | -8% | -23%
COc1ccccc1C(=O)Nc1cccc(C(=O)OCc2cc(=O)n3nc(C4CC4)sc3n2)c1
    -3% | 2% | 8%
COc1ccccc1NC(=O)N(Cc1ccco1)C1CCN(C(C)=O)CC1
    11% | 2% | 15%
Cc1ccc([N+](=O)[O-])cc1S(=O)(=O)N1CCn2cccc2C1c1ccc(F)c(F)c1 (stereo not drawn)
    -15% | 3% | ?
Cc1c(-c2ccc(Cl)cc2)c(=O)oc2ccc(OC(=O)N3CCOCC3)cc12
    -7% | -9% | -11%
COc1ccc2c(c1)CC(C(=O)NCCCN1CCN(c3ccc(F)cc3)CC1)CO2 (stereo not drawn)
    -8% | 1% | -6%
CCN1CCN(c2ncc3c(n2)CC(c2ccccc2O)CC3=O)CC1 (stereo not drawn)
    -2% | 1% | -4%
Cc1ccc(S(=O)(=O)C(CNC(=O)C(=O)NCCc2ccc(Cl)cc2)c2ccco2)cc1 (stereo not drawn)
    -4% | -9% | -9%
O=c1cc(-c2ccc(F)cc2)nc(SCc2nc(-c3ccccc3Cl)no2)[nH]1
    9% | -13% | -3%
Cc1cccc(NC(=O)NC2COc3ccccc3C2)c1C (stereo not drawn)
    6% | -5% | 6%
CCOC(=O)c1c(C)[nH]c(C)c1S(=O)(=O)N1CCC(C(=O)N2CCN(c3ccccc3)CC2)CC1
    7% | 3% | -1%
COc1ccc(C2=CC(c3cc(Br)ccc3F)n3c(nc4ccccc43)N2)cc1 (stereo not drawn)
    ? | 1% | -15%

# Compounds shown so far that contain a furan ring, fused or not:
# Under each structure: Tau ThT inhib | Tau fibril FP | Tau fluor cs
Cc1ccc(NC(=O)c2c(C)oc3ncnc(N4CCCCC4)c23)c(C)c1
    -1% | 6% | 0%
COCCNC(=O)c1c(C)oc2nc(C)nc(N3CCOCC3)c12
    -2% | -1% | -2%
Cc1ccc(NC(=O)c2oc3ccc(S(=O)(=O)N(C)C4CCCCC4)cc3c2C)c(C)c1
    -8% | 0% | -8%
COc1ccccc1NC(=O)N(Cc1ccco1)C1CCN(C(C)=O)CC1
    11% | 2% | 15%
Cc1ccc(S(=O)(=O)C(CNC(=O)C(=O)NCCc2ccc(Cl)cc2)c2ccco2)cc1 (stereo not drawn)
    -4% | -9% | -9%

# Next part:
# Under each structure: Tau ThT inhib | Tau fibril FP | Tau fluor cs
COc1ccc(CNC(=O)C(=O)NCC(c2ccco2)S(=O)(=O)c2ccc(C)cc2)cc1 (stereo not drawn)
    1% | -10% | -3%
O=C(NCCS(=O)(=O)N1CCN(c2ccccc2F)CC1)c1cc(=O)c2ccccc2o1
    11% | 0% | 9%
CCc1ccc(-c2nn(CC(=O)NCc3ccccc3)c3c2cnc2ccc(F)cc23)cc1
    7% | 1% | 2%
COc1ccc(N2CC(NC(=O)c3ccc(S(=O)(=O)N4CCCCC4)cc3)CC2=O)cc1OC (stereo not drawn)
    -1% | -4% | -5%
CCn1ccc2cc(S(=O)(=O)N3CCC(C(=O)NCCc4ccc(SC)cc4)CC3)ccc21
    2% | -8% | -15%
CN(CC(=O)Nc1ccc(F)cc1F)S(=O)(=O)c1ccc(C(=O)N2CCOCC2)s1
    -6% | -2% | -8%
Cc1nnc(SCC(=O)NCc2cccc(F)c2)c2nn(-c3ccccc3)c(C)c12
    -12% | 2% | -7%
CC(=O)c1cc2c(cc1NC(=O)c1c(C)nn(-c3ccc(C)cc3)c1-n1cccc1)OCO2
    4% | -4% | -1%
Cc1ccccc1NCc1cccn1-c1nnc(N2CCC(C)CC2)s1
    -15% | 12% | -25%
Cc1cccc(N2CCN(C(=O)c3ccc4c(c3)N(Cc3cccc(Cl)c3)C(=O)c3ccccc3S4(=O)=O)CC2)c1C
    -3% | -1% | 0%
CCc1ccccc1N1C(=O)N(Cc2cc(=O)n3ccccc3n2)c2ccccc2S1(=O)=O
    5% | -7% | -14%
COc1ccc(CC(=O)Nc2nnc3n2CCS3)cc1OC
    4% | -8% | -3%
Cc1cccc(C)c1-n1ncc(C(=O)NCCN2CCOCC2)c1C1CCN(C(=O)OC(C)(C)C)CC1
    4% | -9% | 4%
CC(CCc1ccccc1)NC(=O)CSc1n[nH]c(-c2ccccc2Cl)n1 (stereo not drawn)
    -3% | -5% | -16%
COc1ccc(-n2ccnc2SCC(=O)Nc2nnc(C)s2)cc1
    -3% | -8% | -6%
Cc1cccc(N2CCN(C(=O)c3cnn(-c4cccc(Cl)c4C)c3C3CCNCC3)CC2)c1C
    -17% | 3% | 1%
Cc1ccc(C)c(NC(=O)CSc2nc(-c3ccccc3)cc(=O)[nH]2)c1
    9% | -1% | 6%
Cc1ccc(CNC(=O)CCS(=O)(=O)c2cc3c4c(c2)CCN4C(=O)CC3)cc1
    -1% | 3% | 1%
CCOC(=O)c1cccc(NC(=O)c2ccc3nc(CCc4ccccc4)oc3c2)c1
    ? | -11% | -17%
CCCCN(CC)CCCNC(=O)c1ccc2c(c1)NC(=O)CN2C
    -16% | 0% | -16%

# As entered above.
# Tau fibril FP result of `COc1ccc(CC(=O)Nc2nnc3n2CCS3)cc1OC` : -8%
# Tau fluor cs result of `CCn1ccc2cc(S(=O)(=O)N3CCC(C(=O)NCCc4ccc(SC)cc4)CC3)ccc21` : -15%

# (list continues)
# Under each structure: Tau ThT inhib | Tau fibril FP | Tau fluor cs
Cc1nc2ccn(Cc3ccco3)c(=O)c2cc1C(=O)NCc1ccc(Cl)cc1
    ? | -7% | -15%
CCc1ccc(NC(=O)CSc2nc3ccccc3nc2Cc2ccc(C)cc2)cc1
    -3% | -6% | -8%
Cc1c(C)n(Cc2ccccc2)c2ccc(C(=O)N3CCN(c4ccc(F)cc4)CC3)cc12
    -10% | 9% | -16%
Cc1ccc(S(=O)(=O)c2c(Nc3cccc(Cl)c3)sc(C(=O)c3ccc4c(c3)OCO4)c2N)cc1
    -4% | ? | -17%
CCc1ccc(-n2c(SCc3cccc(F)c3)nc3[nH]ncc3c2=O)cc1
    -10% | -11% | -29%
CCCCNC(=O)C1CCC(Cn2c(=O)c3sccc3n(Cc3ccccc3)c2=O)CC1 (stereo not drawn)
    9% | -3% | 11%
Cc1cccc(C)c1-n1ncc(C(=O)N2CCN(c3ccccn3)CC2)c1C1CCN(C(=O)OC(C)(C)C)CC1
    -17% | -2% | -6%

# Assay outcomes from PubChem.
